# Assay outcomes (PubChem BioAssay)
# PI4K2A inh – PI4K2A (human) kinase inhibition; Q9BTU6; purified PI4K2A, ADP-Glo luminescence, 1 h; stronger effect = lower value; activity change, negative = inhibition, % at 76.9 µM; 420,000 compounds, 0.13% hits; AID 1346378; in the data active means activity change below about -50%;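 further: -100% = wells without enzyme as full effect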
# Target sequence (Q9BTU6 whole entry, looked up): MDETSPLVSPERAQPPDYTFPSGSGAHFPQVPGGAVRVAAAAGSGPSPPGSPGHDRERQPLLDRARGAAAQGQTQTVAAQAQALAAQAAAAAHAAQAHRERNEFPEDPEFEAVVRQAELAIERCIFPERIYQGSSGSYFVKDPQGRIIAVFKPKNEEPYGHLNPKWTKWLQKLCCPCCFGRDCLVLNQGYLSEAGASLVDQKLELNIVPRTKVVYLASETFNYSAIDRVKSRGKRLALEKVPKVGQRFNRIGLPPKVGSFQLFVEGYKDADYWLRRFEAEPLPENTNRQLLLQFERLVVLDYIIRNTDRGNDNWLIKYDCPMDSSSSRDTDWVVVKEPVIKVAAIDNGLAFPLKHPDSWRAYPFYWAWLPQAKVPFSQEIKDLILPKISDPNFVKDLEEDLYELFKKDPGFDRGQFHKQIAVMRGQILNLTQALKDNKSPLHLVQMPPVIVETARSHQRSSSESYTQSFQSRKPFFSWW
#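 In this quantitative HTS, ADP production by PI4K2A was quantified luminescently after 1 h at ambient temperature; 100 microM adenosine served as plate-quality control.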
# Starred values were filed as active, the others as inactive.
SMILES,PI4K2A inh
CCCCNC(=O)C1(C(=O)c2ccc(OC)cc2)CC(C(=O)OCC)=NO1 (stereo unspecified),4.8
COc1ccc(/C=N\NC(=O)Cc2cccn2C)cc1OCc1ccccc1,-9.8
COC(=O)[C@H]1[C@H]2C[C@@H]3c4[nH]c5cc(OC)ccc5c4CCN3C[C@H]2C[C@@H](OC(=O)/C=C/c2ccc(O)c(OC)c2)[C@@H]1OC,0.6
Cc1cc(N2CCOc3ccccc32)nc2ccccc12,-6.8
C=c1[nH]cc(C(C)c2c(C)n(C)c3ccccc23)/c1=C/C (stereo unspecified),-5.8
COC(=O)Cc1ccc(OC2(C)CCN(Cc3csc4ccccc34)C2)cc1 (stereo unspecified),-3.9
COc1c(C)cc(C(O)c2ncc(-c3cccc(C(F)(F)F)c3)[nH]2)cc1C (stereo unspecified),-9.5
Nc1nc(=O)n(C2OC(CO)C(O)C2O)cc1F (stereo unspecified),1.3
Cc1ccc(NC(=O)NNC(=O)CCn2nc(C)c([N+](=O)[O-])c2C)cc1C,-3.4
CCCCCCCCN1C(=O)[C@@H](CC(=O)N2CCN(C(=O)C3CC3)CC2)C[C@@]2(C(=O)OC)C1=C[C@H](COCc1ccccc1)O[C@@H]2C,5.9
C=CCN1[C@H](C#N)[C@@H](c2ccc(C#Cc3ccccc3OC)cc2)[C@H]1CO,-18.5
CCCCNC(=O)C[C@@H]1C(=O)N(CCc2ccc(Cl)cc2)C2=CCCC[C@]21C(=O)OCC,-0.3

# Reprinted from the part before: 4 entries, followed by the next part.
SMILES,PI4K2A inh
Cc1ccc(NC(=O)NNC(=O)CCn2nc(C)c([N+](=O)[O-])c2C)cc1C,-3.4
CCCCCCCCN1C(=O)[C@@H](CC(=O)N2CCN(C(=O)C3CC3)CC2)C[C@@]2(C(=O)OC)C1=C[C@H](COCc1ccccc1)O[C@@H]2C,5.9
C=CCN1[C@H](C#N)[C@@H](c2ccc(C#Cc3ccccc3OC)cc2)[C@H]1CO,-18.5
CCCCNC(=O)C[C@@H]1C(=O)N(CCc2ccc(Cl)cc2)C2=CCCC[C@]21C(=O)OCC,-0.3
CCCCCCCCN1C(=O)[C@H](CC(=O)N2CCOCC2)C[C@@]2(C(=O)OC)CCCCC=C12,3.7
COc1ccc2c(c1)N[C@@](CCNC=O)(c1[nH]c3ccccc3c1CCNC=O)C2=O,2.1
CCOP(=O)(OCC)C(Cc1ccccc1)N=C(c1ccccc1)c1ccccc1 (stereo unspecified),-0.9
CCN(CC)C(=O)CC[C@@H]1CC[C@]2(CCCN(Cc3ccccc3)C2)O1,-3.0
COC(=O)C1=CN(c2ccc(Oc3ccccc3)cc2)C(N)=C(C#N)C1c1cccc(F)c1 (stereo unspecified),-3.1
CC(C)C[C@H]1COc2cccc(N3CCSCC3)c2S(=O)(=O)N1,-5.5
CCOC(=O)C1(C)CCN1C(=O)c1ccc(SC(F)(F)F)cc1 (stereo unspecified),-1.4
CCC(C(=O)O)c1ccc(N2Cc3ccccc3C2=O)cc1 (stereo unspecified),-5.4
COC(=O)[C@]12C[C@H](CC(=O)N3CCN(C(=O)c4ccco4)CC3)C(=O)N(CCC3=CCCCC3)C1=C[C@H](C(C)C)O[C@@H]2C1CC1,-0.4
COc1ccc2c(c1C(=O)/C=C/c1ccccc1)OC(C)(C)C=C2,0.5
CCCN(C)C[C@@H]1OCCCC[C@@H](C)Oc2ccc(NS(=O)(=O)c3ccc(OC)cc3)cc2C(=O)N([C@H](C)CO)C[C@@H]1C,1.2
CCOC(=O)C1(C)CCCN(C(=O)c2ccc(-c3ccccc3)cc2)C1 (stereo unspecified),-3.2
COC(=O)[C@@]1(Cc2ccc(F)cc2)[C@H]2c3cc(C(=O)N(C)C)n(CCF)c3C[C@H]2CN1C(=O)c1ccccc1,1.9
CCCCC[C@H](C)N1C[C@@H](COCc2ccccc2)Oc2cc(N3CCC[C@@H]3CO)ccc2S1(=O)=O,3.4
O=C(NCc1cccc(C(F)(F)F)c1)c1ccc2sc(COCCO)nc2c1,-3.7
COCC#Cc1ccc(CC[C@H]2O[C@H]3CC[C@@H](CO)O[C@H]3C[C@H]2n2cc(C3CC3)nn2)cc1,-17.1
CN(C)c1ccc(-c2ccnc3c2CC(C)(C(=O)Nc2ccccc2)O3)cc1 (stereo unspecified),0.1
O=C(OCCCCSc1nnc(-c2cccc3ccccc23)o1)c1ccc(F)cc1,0.6
CCOC(=O)[C@@]12CCC3=C1N(CCC3)C(=O)[C@H](CC(=O)NCC13CC4CC(CC(C4)C1)C3)C2,2.9
O=C(Cc1cc(=O)[nH][nH]1)N/N=C/c1ccccc1C(F)(F)F,-8.5
COc1ccc(N2CCN(CCNS(=O)(=O)c3cccs3)CC2)cc1,0.7
CC(=O)c1cccc(NC(=O)c2cccc3c(-c4cccc(C(N)=O)c4)coc23)c1,0.1
CC1(C(=O)NS(=O)(=O)c2cccc(Cl)c2)CCN1C(=O)Cc1cc(F)ccc1F (stereo unspecified),4.0
Nc1ccn([C@@H]2O[C@H](C(=O)Nc3cc(C(F)(F)F)cc(C(F)(F)F)c3)[C@@H](O)[C@H]2O)c(=O)n1,-2.9
COc1cc(CN2C[C@@H](CO)O[C@@H](n3cnc4c(N5CCCC5)ncnc43)C2)cc(OC)c1OC,1.0
CC(=O)Nc1ccc(C(=O)N2CCCC(c3cc(C(=O)NCc4cccnc4)no3)C2)cc1 (stereo unspecified),4.9
CCNC(=O)C1(C)CCCN(C(=O)c2ccc3sccc3c2)C1 (stereo unspecified),-3.4
CCC(C)[C@H](NC(=O)OC(C)(C)C)C(=O)N[C@@H](Cc1ccccc1)C(=O)OC (stereo partly specified),-0.3
COc1ccc(CNC(=O)c2[nH]c(C(F)(F)F)nc2-c2ccccc2)cc1,2.4
O=C1c2ccccc2C(c2nc3ccccc3[nH]2)N1c1ccccc1 (stereo unspecified),1.4
Cc1ccc(-c2cc(C(=O)NN=Cc3cccc(Oc4ccccc4)c3)[nH]n2)cc1C,-2.5
Cc1cc(=O)[nH]c(SCC(=O)Nc2ccc(Cl)cc2C)n1,-4.9
Cc1cccc(-c2cnc(C(O)c3ccc4ccccc4c3)[nH]2)c1 (stereo unspecified),2.0
Cc1ccc(S(=O)(=O)N2C(c3ccc(Cl)c(Cl)c3)CC=C(C(=O)O)C2c2ccc(Cl)cc2)cc1 (stereo unspecified),-11.6
CCCS(=O)(=O)NC(=O)C1(C)CCN(C(=O)c2ccccc2OC)C1 (stereo unspecified),2.6
COc1ccc(S[C@]2(C(=O)N(C)C)CC(=O)N(c3ccccc3)[C@@H]2c2ccc(OC)cc2)cc1,1.1
COc1ccc(C(C)(O)c2nc(-c3cccc(C(C)C)c3)cs2)cc1 (stereo unspecified),1.7
O=C(c1ccc(F)cc1)C1CCN(c2ncnc3sccc23)CC1,-1.5
Cc1ccccc1Nc1nc(N)[nH]c(=O)c1N=O,-2.0
COC(=O)[C@@]12C[C@@H](CC(=O)N3CCOCC3)C(=O)N(Cc3ccco3)C1=CCC(C)(C)C2,-0.1
Cn1c(-c2ccccc2)c(Sc2ccccc2)c2cc(-c3ccc4cc[nH]c4c3)ccc21,-0.7
COCC(=O)N1[C@H](CO)[C@@H](c2ccc(-c3cccnc3)cc2)[C@H]1CN(C)S(=O)(=O)c1ccccc1[N+](=O)[O-],-12.1
CNc1cnc(-c2cccc(C(=O)N3CCOCC3)c2)cn1,2.2
COCCNC(=O)C1CCCN(C(=O)c2oc3ccccc3c2C)CC1 (stereo unspecified),5.1
OC[C@H]1CC[C@@H]2O[C@H](CCc3ccc(-c4ccc(F)cc4)cc3)[C@@H](n3cc(C4CC4)nn3)C[C@@H]2O1,-1.7
COc1ncc(-c2c(-c3ccccc3OC)sc3ccccc23)cn1,-2.7
O=C1N(CCCO)CCC12CCCCC2,2.6
COc1ccc(-c2cc(NC=O)c3ncc(-c4ccc(OC)c(OC)c4)n3c2)cc1OC,-5.0
COC(=O)CCCn1cc(CN2CC(N3CCN(C4CCN(C)CC4)CC3)CS2(=O)=O)nn1 (stereo unspecified),-3.9
CCN(Cc1ccccc1)C(=O)CCCN1C(=O)COc2ccc(C)cc21,-4.6
CCOc1ccc(CCN2C(=O)C(=O)N([C@@H](Cc3ccccc3)CN3CCC[C@H]3CN3C(=O)C(=O)NC[C@@H]3Cc3ccccc3)C[C@@H]2Cc2ccc(O)cc2)cc1,4.2
C=CCN1[C@H](CC(C)C)COc2cccc(N3CCSCC3)c2S1(=O)=O,0.8
CCNC(=O)C1(C)CCCN(Cc2ccc(Oc3ccccc3)cc2)C1 (stereo unspecified),1.3
O=C(NCc1ccc(Cl)cc1)c1ccc(-c2ccc(F)c(F)c2)c2ccoc12,2.8
COC(=O)C(C(=O)OC)c1ccccc1CNS(=O)(=O)c1ccc(C)cc1,0.5
CCc1nc2ccc(C(=O)Nc3cccc(OCC(=O)N(C)C)c3)cn2c1N(CCN(C)C)CC1CC1,0.9
CC1=C(C(=O)N(C)C)CC(CC(=O)NCCN2CCOCC2)C(=O)N1CCCN1CCCC1=O (stereo unspecified),-1.1
CCOc1ccccc1C(=O)NCCN1CCC(n2c(=O)[nH]c3ccccc32)CC1,-1.5
Nc1nc2ccccc2cc1C(=O)NCc1cccs1,-1.1
COc1ccc(CC(N)c2csc(Nc3ccccn3)n2)cc1 (stereo unspecified),-4.3

# A draw from above in order of molecular weight, ascending.
SMILES,PI4K2A inh
O=C(NCc1ccc(Cl)cc1)c1ccc(-c2ccc(F)c(F)c2)c2ccoc12,2.8
COC(=O)CCCn1cc(CN2CC(N3CCN(C4CCN(C)CC4)CC3)CS2(=O)=O)nn1 (stereo unspecified),-3.9
CCOc1ccc(CCN2C(=O)C(=O)N([C@@H](Cc3ccccc3)CN3CCC[C@H]3CN3C(=O)C(=O)NC[C@@H]3Cc3ccccc3)C[C@@H]2Cc2ccc(O)cc2)cc1,4.2

# Continuation.
SMILES,PI4K2A inh
COc1ccc(CCC(=O)N2c3ccccc3N=C(c3ccc(C(F)(F)F)cc3)C2C(=O)NC2CCCC2)cc1 (stereo unspecified),-1.5
Cc1cccc(C)c1NC(=O)Nc1nnc([C@@H]2C[C@H](O)[C@@H](CO)O2)s1,-2.6
CC(C)C(C(=O)NCc1ccccc1)N1CCN(c2ccccc2F)CC1 (stereo unspecified),-4.5
CC1=C(C(=O)N2CCOCC2)CC(CC(=O)NCc2cccc3ccccc23)C(=O)N1Cc1ccc(C(C)(C)C)cc1 (stereo unspecified),-2.6
Cc1c(C(=O)NCc2ccc([N+](=O)[O-])cc2)sc(=O)n1Cc1ccc2c(c1)OCO2,0.9
COc1ncc(-c2ccc(N3C(c4ccsc4)=Cc4ccc(F)cc4C3CC(=O)c3ccco3)cc2)cn1 (stereo unspecified),6.7
N#Cc1cccc(NC(=O)c2cc(C3CCCCN3C(=O)c3ccccc3)on2)c1 (stereo unspecified),-7.5
CC(O)C(=O)O (stereo unspecified),-2.2
COC(=O)[C@@]12C[C@@H](CC(=O)NCC3CCCCC3)C(=O)N(Cc3ccco3)C1=CCC(C)(C)C2,1.3
O=C(NCc1ccccc1)C1c2ccccc2OCC(=O)N1CCc1c[nH]c2ccccc12 (stereo unspecified),-0.7
O=C(Nc1cccc(Cl)c1Cl)c1csc([C@@H]2O[C@H](CO)[C@@H](O)[C@H]2O)n1,1.2
O=C(CCBr)N1CCN(C(=O)CCBr)CC1,-5.1
CC1(C(=O)Nc2ccc3c(c2)OCCO3)CCN1C(=O)Cc1cc(F)ccc1F (stereo unspecified),-1.8
CSc1ccc(CN2C(=O)C(C)Sc3ccc(C(C)=O)cc32)cc1 (stereo unspecified),-2.1
O=C(NC1CCCCN(Cc2ccc(Cl)cc2)C1=O)c1ccccc1-c1ccc(Cl)c(Cl)c1 (stereo unspecified),-1.3
CC(O)(c1cccc(F)c1)c1nc(-c2cccc(F)c2)cs1 (stereo unspecified),-1.6
Cc1cccc(C)c1NC(=O)C(C1CC1)n1c(-c2ccc(C(F)(F)F)cc2)nc2ccccc21 (stereo unspecified),-7.0
CCCCCCCCC(c1nc2ccccc2[nH]1)N1CCN=C(c2ccccc2)C1=O (stereo unspecified),1.3
CCCC[C@H]1C2CC(OC(=O)Nc3ccc(C(F)(F)F)cc3)C(C2)[C@H]2CCCCN21 (stereo partly specified),2.9
O=C(NC1CCCCC1)C(C1CC1)n1c(=O)c(-c2ccccc2)nc2ccccc21 (stereo unspecified),2.0
COC(=O)CSc1nnc(-c2ccc(NS(=O)(=O)c3ccc(C)c(C)c3)cc2)o1,-1.8
COCCNc1ncnc2c1ncn2[C@H]1CN(Cc2ccc(Cl)cc2)C[C@@H](CO)O1,0.6
CC(=O)Nc1cc(-c2ccc(C(=O)N3CCOCC3)cc2)cn2c(-c3ccc(C(C)=O)cc3)cnc12,-4.8
COc1ccc(C)cc1-n1nnnc1SCc1nc(N)nc(N(C)C)n1,2.2

# Rewritten tab-delimited: 2 of the compounds above.
canonical_smiles	PI4K2A inh
CCCCCCCCC(c1nc2ccccc2[nH]1)N1CCN=C(c2ccccc2)C1=O (stereo unspecified)	1.3
CCCC[C@H]1C2CC(OC(=O)Nc3ccc(C(F)(F)F)cc3)C(C2)[C@H]2CCCCN21 (stereo partly specified)	2.9

# New compounds follow.
SMILES,PI4K2A inh
CC(c1ccc(O)cc1)c1cn(C)c2ccccc12 (stereo unspecified),4.7
CN1C(=O)c2cc(NS(C)(=O)=O)ccc2OC[C@@H]2O[C@@H](CC(=O)NCc3ccc(-c4ccccc4)cc3)CC[C@H]21,-0.6
CO[C@H]1CN(C)C(=O)c2ccc(NC(=O)NC(C)C)cc2OC[C@H](C)NC[C@H]1C,2.2
CCN(CC)CCN1CCN(c2cncc(-c3ccc4ccccc4c3)n2)CC1,-1.6
CC(=O)N1CCN(C(=O)CN2C(=O)CC(C)(C)S(=O)(=O)c3ccccc32)CC1,-0.4
O=C(Nc1ccncc1)c1cc(C2CCCCN2C(=O)CCCc2ccccc2)on1 (stereo unspecified),-2.8
Cc1ccccc1C(=O)N1CCC1(C)C(=O)NC(C)C (stereo unspecified),0.1
COC(=O)c1ccc2nc(-c3cccc(Br)c3)c(Cc3ccc(OC)cc3C)n2c1,-25.4

# 2 entries picked at random from the list so far:
SMILES,PI4K2A inh
COC(=O)[C@@]12C[C@@H](CC(=O)N3CCOCC3)C(=O)N(Cc3ccco3)C1=CCC(C)(C)C2,-0.1
CCc1nc2ccc(C(=O)Nc3cccc(OCC(=O)N(C)C)c3)cn2c1N(CCN(C)C)CC1CC1,0.9

# Not all compounds are listed; rates above refer to the full screens.
